Bioassay records: PubChem, several laboratories
V-ATPase pHluor: regulators of yeast V-ATPase proton pumping, primary screen, pHLuorin cytosolic pH fluorescence; S. cerevisiae; response, % at 10 µM; actives 0.37% (n = 350,000); AID 504577, 2011; in the data active = response mostly above about 7.3%, no sharp cut-off; inactive = mostly below about 5.4%; note: actives read high; inactives centre near 0; some compounds called inactive have numbers as strong as hits; reference of the scale not given here
CDK5 p35 inh: inhibitors of human CDK5/p35 kinase, primary screen, biochemical, single concentration; actives 0.01% (n = 330,000); inhibition, % at 10 µM; Cyclin-dependent kinase 5 (Homo sapiens) + Cyclin-dependent kinase 5 activator 1 (Homo …; Recombinant CDK5/p35, ADP-Glo luminescence, 60 min;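 active = highest replicate inhibition of at least 50% and at least 75% of replicates reaching 50%; inconclusive = only one of the two criteria met; inactive = both criteria failed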;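 note: plate controls were DMSO neutral control for no effect and GW8510 at 10 µM for full effect; many of its hits are not listed in these tables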
Target sequence (Q00535 whole entry, looked up): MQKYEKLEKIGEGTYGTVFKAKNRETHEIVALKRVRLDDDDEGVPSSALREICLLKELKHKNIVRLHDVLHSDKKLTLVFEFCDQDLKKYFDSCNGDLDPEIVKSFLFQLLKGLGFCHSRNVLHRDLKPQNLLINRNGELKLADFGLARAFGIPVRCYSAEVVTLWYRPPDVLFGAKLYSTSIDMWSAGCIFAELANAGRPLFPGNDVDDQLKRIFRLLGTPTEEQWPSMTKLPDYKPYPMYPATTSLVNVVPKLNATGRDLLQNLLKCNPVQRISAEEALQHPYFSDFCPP
Target sequence (Q15078 whole entry, looked up): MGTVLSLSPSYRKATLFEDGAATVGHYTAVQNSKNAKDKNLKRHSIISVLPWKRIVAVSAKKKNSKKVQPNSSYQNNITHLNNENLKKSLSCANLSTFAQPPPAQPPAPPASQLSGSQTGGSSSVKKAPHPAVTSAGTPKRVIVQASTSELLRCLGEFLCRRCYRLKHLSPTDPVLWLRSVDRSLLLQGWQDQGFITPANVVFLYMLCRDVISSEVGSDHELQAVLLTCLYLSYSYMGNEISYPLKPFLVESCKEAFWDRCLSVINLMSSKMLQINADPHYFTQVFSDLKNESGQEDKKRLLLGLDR
CAL PDZ FP-1: untagged CAL PDZ binding inhibitors, primary screen, biochemical, fluorescence polarization, HTS | Golgi-associated PDZ and coiled-coil motif-containing protein (Homo sapiens), Q9HD26 | purified CAL PDZ, TMR-peptide fluorescence polarization, 1 h | inhibition, % at 24.9 µM | actives 0.92% (n = 300,000) | AID 602252, 2012;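 active = mean inhibition of at least 30% with at least half of replicates also reaching 30%; inconclusive = no clear call, values can overlap the other calls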;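 note: 0% = DMSO neutral control and 100% = excess unlabeled competitor peptide PRC23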
Tat export inh: E. coli Tat export inhibitors, primary screen, MC4100, TorA-mCherry reporter, fluorescence, single point | actives 0.036% (n = 340,000) | inhibition, % at 10 µM;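 active = mean replicate inhibition at least 50% and at least half of replicates individually reaching 50%; inconclusive = only one of the two criteria met; inactive = neither criterion met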;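 note: exported cargo escapes ClpAP degradation while cytoplasmic cargo is degraded and loses fluorescence; 0% = median of neutral control wells and 100% = median of NaSCN control wells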
RTF Ca sens act: cardiac RTF calcium sensitivity activators, primary screen, biochemical, IANBD-TnC fluorescence, EC20 calcium; IANBD-labeled TnC RTF fluorescence at EC20 calcium; 0% EC20 calcium, 100% full calcium; activation, % at 7.2 µM; actives 0.24% (n = 340,000); AID 493008, 2010;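 active = activation above the mean over all tested compounds plus 3 SD, cut at about 30% in these data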;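 note: rise in fluorescence read as greater calcium sensitivity of cardiac thin filaments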
Wnt act: Wnt/beta-catenin pathway activators, primary screen, cell-based, plate reader, single point. activation, % at 9.35 µM. Wnt/beta-catenin reporter cell assay, activator. actives 1.2% (n = 300,000); in the data active = activation above about 30%, passing the limit was not always enough; inconclusive = no clear call, values can overlap the other calls;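 note: 0% = neutral control wells and 100% = positive control wells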
CAL PDZ FP-2: CAL PDZ peptide-binding inhibitors, primary screen, biochemical, fluorescence polarization, Cer-tagged CAL PDZ, HTS; Golgi-associated PDZ and coiled-coil motif-containing protein (Homo sapiens), Q9HD26; AID 504414, 2011; purified CAL PDZ, TMR-peptide fluorescence polarization, 1 h; inhibition, % at 20 µM; actives 0.02% (n = 330,000);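 active = highest replicate inhibition of at least 40%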;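 note: plate controls were DMSO neutral control wells for no effect and unlabeled competitor peptide control wells for full effect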
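Material: tagged CAL PDZ domain; buffer or medium: 25 mM sodium phosphate pH 7.4, 150 mM NaCl, TCEP, IgG, Thesit; compound dosing: single point, 20 µM; schedule: 1 h incubation at room temperature before polarization reading; measured by: FP readout, S and P plane fluorescence; read-out basis: percent inhibition from loss of millipolarization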
Rtt109 Vps75: inhibitors of C. albicans Rtt109/Vps75 HAT, primary screen, biochemical, ThioGlo CoA-SH fluorescence, plate reader; Histone acetyltransferase RTT109 (Candida albicans (strain SC5314 / ATCC MYA-2876)), …; purified Rtt109/Vps75, 4 h; inhibition, % at 34.9 µM; actives 0.16% (n = 330,000);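 active = inhibition of at least 50% in every replicate; inconclusive = best replicate reaches 50% inhibition but some replicates fall short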
dFosB act: activators of delta FosB homodimer, primary screen, biochemical, fluorescence polarization, TAMRA-CDK5 oligo, single point | purified delta FosB; percent of positive-control signal above neutral wells | activation, % at 25 µM | actives 0.99% (n = 340,000) | AID 493131, 2011;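 active = mean activation above about 17%, with every replicate also reaching it, limit read from the data, passing the limit was not always enough; inconclusive = only one of the two conditions met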;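 note: fluorescence polarization rise as delta FosB binds a TAMRA Cdk5 AP-1 oligo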
Target sequence (P13346 whole entry, looked up): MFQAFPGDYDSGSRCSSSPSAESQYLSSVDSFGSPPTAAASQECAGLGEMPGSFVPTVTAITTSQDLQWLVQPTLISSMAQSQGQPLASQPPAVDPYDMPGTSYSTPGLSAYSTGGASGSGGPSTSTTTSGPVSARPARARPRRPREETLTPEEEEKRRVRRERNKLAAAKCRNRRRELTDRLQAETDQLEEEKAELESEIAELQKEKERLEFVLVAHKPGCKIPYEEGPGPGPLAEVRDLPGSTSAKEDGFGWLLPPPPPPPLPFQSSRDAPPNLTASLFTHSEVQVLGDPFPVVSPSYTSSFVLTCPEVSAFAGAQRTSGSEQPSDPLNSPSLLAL
MITF act: activators of MITF-driven TRPM1 promoter reporter, primary screen, cell-based, SK-MEL-5, luciferase, single point; AID 588334, 2011; actives 0.75% (n = 300,000); SK-MEL-5 TRPM1-promoter luciferase, 24 h; % of positive control, neutral wells = 0; activation, % at 12.5 µM;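 active = mean activation of at least 80% with every replicate also reaching 80%; inconclusive = mean reaches 80% but some replicate falls short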;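 note: 0% = neutral control wells and 100% = parthenolide positive control wells; values of inactives mirror those of a sister screen read the other way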
* hit, by the source's call; ? = inconclusive; nt = no result given.

SMILES,Tat export inh,MITF act,CAL PDZ FP-2,RTF Ca sens act,CAL PDZ FP-1,CDK5 p35 inh,Rtt109 Vps75,dFosB act,V-ATPase pHluor,Wnt act
O=C(/C=C/c1ccc(Cl)cc1Cl)NC(=S)Nc1ccc(CN2CCOCC2)cc1,12.2,-11.8,-0.3,1.2,6.3,1.3,7.7,0.6,-1.2,-0.4
Cc1cc(C(=O)Nc2sc(C)c(C)c2C#N)no1,0.9,28.2,-1.3,-3.0,-3.7,0.6,-1.7,-8.0,2.6,nt
C=C(C)CSc1nc2sc3c(c2c(=O)n1C1CCCCC1)CCN(C)C3,0.9,2.9,0.4,-4.6,-3.2,1.1,?,0.1,-1.2,-3.7
Cc1ccc(S(=O)(=O)N2CCN(C(=O)N3CCOCC3)CC2)cc1C,3.3,-12.4,0.6,3.2,nt,1.3,-5.0,-1.4,-3.9,-0.9
Cc1cccc(NC(=S)NC2CC3CCCC(C2)N3CC(C)C)c1C (stereo unspecified),-0.7,4.6,0.8,-1.9,-6.6,5.0,-1.2,-7.0,-4.3,-2.0
COc1cc(C2C(C#N)=C(N)OC3=C2C(=O)CCC3)ccc1OC(=O)N1CCOCC1 (stereo unspecified),-5.3,-2.9,-0.9,0.8,-4.2,-1.6,nt,6.7,-6.0,nt
COc1ccccc1CCNC(=O)/C(=C/c1cccnc1)NC(=O)c1ccccc1,5.8,0.6,-3.3,-3.9,-1.5,1.4,26.8,1.4,-3.1,-3.3
Cc1ccc(C(=O)N2CCN(S(=O)(=O)N3CCCCCC3)CC2)cc1,4.2,1.0,-1.3,-3.1,3.9,0.0,-9.2,-2.7,-1.3,-2.4
Cc1cccnc1NC(=O)CCCNC(=O)c1ccc(Cl)cc1,1.5,6.7,-1.1,5.9,-1.4,-0.3,-6.1,-8.1,-0.6,2.0
CC(=O)c1ccc(OCc2cc(=O)n3ccsc3n2)cc1,-5.1,47.6,-0.8,-4.0,-2.4,nt,-7.7,-0.5,0.3,10.6
CC(=O)c1cccc(NC(=O)NC(C)c2ccncc2)c1 (stereo unspecified),-5.5,nt,0.3,1.7,-1.8,-0.9,-2.5,-8.1,2.6,nt
Cc1cccc2sc(NC(=O)CN3C(=O)NC4(CCCC4)C3=O)nc12,-7.3,-1.0,-0.4,1.9,-2.1,-3.7,-1.0,-3.6,-1.5,-0.3
Cc1nonc1C(=O)N/N=C/c1ccc([N+](=O)[O-])o1,-10.5,-25.2,-2.2,2.4,-2.5,-2.4,22.8,2.8,2.1,-0.7
Cn1cc(CC(=O)NCCN2CCOCC2)c2ccccc21,1.0,5.2,-1.1,-0.7,-15.1,-2.4,12.7,-9.9,0.5,-3.4
Cc1ccc(S(=O)(=O)Nc2cccc(C(=O)N3CCOCC3)c2)cc1,-6.5,-2.4,-0.8,2.9,nt,0.6,-6.0,0.0,-1.9,-1.5
C/C(CCC(C)C)=N\NC(=S)Nc1cc(S(=O)(=O)N2CCOCC2)ccc1N1CCOCC1,-3.4,13.5,1.3,-1.3,-4.5,-0.7,2.0,5.6,0.1,5.3
Cc1ccccc1C1CC(c2ccccc2)Nc2ncnn21 (stereo unspecified),2.0,nt,-0.8,7.4,nt,-1.0,-4.0,0.0,1.4,0.0
COc1ccccc1C(CC(N)=O)c1ccco1 (stereo unspecified),0.4,-3.0,-0.5,0.5,-2.5,-1.7,2.3,-5.2,1.7,nt
Cc1ccc(S(=O)(=O)N2CCc3ccccc3C2CN2C(=O)c3ccccc3C2=O)cc1 (stereo unspecified),7.3,-2.4,-2.1,13.6,0.7,-1.9,-6.4,-7.3,-2.8,nt
Cc1cc2c(cc1C)CSC(c1ccc3ccccc3c1O)SC2,18.5,nt,-1.6,0.1,nt,-0.9,-10.3,-0.9,-2.6,2.3
COc1ccc(N2CCN(C(C)C(=O)Nc3nnc(C)s3)CC2)cc1 (stereo unspecified),-4.9,-14.8,-0.5,4.3,-2.2,-2.6,-7.8,-0.3,-2.0,5.0
O=C(c1ccco1)N1CCN(Cc2ccc(Br)cc2)CC1,0.6,10.0,-1.0,5.3,-2.9,0.9,10.2,-6.0,3.9,-0.8
Cc1cc(C)nc(SCc2nnc(SCC(=O)Nc3ccc(C)c(C)c3)o2)n1,-4.9,nt,-2.7,-2.5,-2.4,-0.1,17.3,-4.3,-0.9,0.5
CCOc1ncccc1C(=O)NCCc1ccc(S(N)(=O)=O)cc1,-7.3,-9.4,-2.0,-7.2,-3.1,3.1,-3.9,-2.5,-5.8,4.4
CCCn1nc2cc(C(=O)NCc3ccc(OC)cc3)ccc2c1OCC,4.5,8.0,-0.4,5.2,-0.3,-0.5,0.7,0.1,-1.7,-0.7
CCN1CCN(c2ccc(NC(=O)COc3ccccc3Cl)cc2)CC1,-3.6,nt,-0.5,-5.1,6.0,2.5,1.7,0.9,-4.8,-6.4
CCCc1cc(=O)[nH]c(Nc2ccc(O)cc2)n1,0.1,-13.0,nt,-8.0,-3.7,0.6,-5.1,-1.3,-0.1,nt
O=C(ONC1=NCCCCC1)c1ccc(Cl)cc1,-9.0,9.7,-0.5,1.4,-1.5,1.0,-1.6,0.4,-3.9,-0.5
Cc1cc(C)cc(-c2nnc(SCC(=O)NCC3CCCO3)o2)c1 (stereo unspecified),-3.7,9.6,-0.2,-2.6,nt,0.6,6.8,-9.3,-2.6,-0.6
O=C(Nc1ccc(N2C(=O)C3C4C=CC(C4)C3C2=O)cc1)Nc1nncs1 (stereo unspecified),2.5,4.3,-1.8,5.0,nt,-0.7,9.3,3.9,3.3,-2.0
Cc1ccc(-n2nc3ccc(N)cc3n2)c(C)c1,1.2,nt,-1.0,-7.5,-5.6,2.4,3.1,-1.0,3.5,2.4
Nc1c(N=Nc2ccccc2F)c(=O)[nH]n1-c1ccccc1,-9.6,54.2,1.4,2.1,-1.6,-0.2,0.1,-6.8,-0.9,10.8
C=CCN(CC=C)C(=O)c1cccc(OC2CCN(CC(C)(C)C)CC2)c1,-8.2,0.1,0.6,-4.5,nt,-0.7,7.5,-10.2,-3.3,-1.2
COC(=O)c1cn(C(=O)c2cc(OC)c(OC)c(OC)c2)c2ccccc12,3.7,nt,-0.2,-1.7,2.2,2.0,-4.1,-19.0,3.4,1.6
COC(=O)c1ccc(COc2cccc3c2CCN(Cc2cccc(C)c2)C3=O)o1,3.6,-12.8,-1.0,0.5,-3.2,-0.4,-2.1,-7.3,-4.2,4.7
COc1cc(C2C(C#N)=C(N)OC3=C2C(=O)CC(C)(C)C3)c([N+](=O)[O-])cc1OC (stereo unspecified),-1.9,nt,nt,13.2,-2.6,-1.2,-5.0,8.8,-3.3,-4.8
FC(F)(F)c1ccccc1NC1=NCCC1,1.1,2.8,0.5,2.6,0.9,-3.4,-7.0,-6.1,-1.4,-0.9
CNCCCOc1ccc(C)cc1OC,1.5,2.4,-0.6,0.9,10.2,-0.5,3.2,8.0,3.6,0.1
CC1(C)C2CCC(C2)C1(C)NC(=O)C[N+](C)(C)C (stereo unspecified),3.0,9.0,-2.0,0.9,-8.4,-1.5,-3.1,1.3,-3.6,-2.2
COc1ccc(CCNC(=O)C(=O)NCC2OCCN2C(=O)c2ccc(Cl)cc2)cc1 (stereo unspecified),-6.7,2.5,-0.9,3.2,nt,-1.2,-4.9,-2.7,3.9,-3.7
O=C1CC(N2CCC(c3nc4ccccc4[nH]3)CC2)C(=O)N1c1ccccc1F (stereo unspecified),-0.4,4.5,0.2,-1.4,-2.2,0.0,1.2,-4.4,2.0,-1.3
COc1ccc(S(=O)(=O)N2CCOCC2)cc1NC(=O)c1cc(C)oc1C,4.7,6.2,-2.0,4.0,3.1,0.3,-1.7,-5.3,1.1,6.0
Cc1cc(Cl)ccc1OCC(=O)NNC(=O)c1ccco1,-5.5,29.0,0.0,-5.0,nt,-3.6,10.5,3.7,3.8,5.8
CCn1cc(CN2CCC(n3nccc3NC(=O)CCOc3ccccc3)CC2)cn1,-0.4,-7.8,0.2,-0.9,6.0,0.9,11.3,0.2,1.4,0.0
Cc1csc(NC(=O)CCC(=O)N(CC(=O)NC2CCCC2)Cc2ccco2)n1,3.8,-4.3,-1.7,2.2,1.4,-1.1,nt,-9.5,-4.5,nt
CCOC(=O)CSc1ccc2nnc(-c3ccncc3)n2n1,2.5,nt,-0.9,0.7,nt,-1.2,-0.9,-7.5,0.8,-1.6
CCOCCc1nnc(NC(=O)C(CC)c2ccccc2)s1 (stereo unspecified),3.5,-1.0,0.0,-4.7,-2.9,2.2,5.0,1.2,0.1,-3.1
Nc1cc(Cl)ccc1C(=O)OCC(=O)NC1CCCCC1,5.4,-3.7,-3.6,1.3,nt,0.3,-0.2,3.9,0.2,-3.3
O=C(CCNC(=O)c1ccccc1Cl)Nc1cccc(C(F)(F)F)c1,0.6,10.1,-1.7,6.3,3.8,0.6,0.3,1.8,-0.5,nt
O=C(OCC(=O)N(CCc1ccccc1)Cc1ccccc1)c1cccc(O)c1,6.9,-5.8,-0.3,-2.7,nt,0.6,-1.7,-13.3,-2.5,0.9
c1cc2c(cnc3cscc32)s1,12.6,-7.4,-1.9,1.1,10.7,0.8,-6.5,1.6,0.8,0.6
O=C(CSc1ccc(-c2nc3ccccc3[nH]2)cn1)Nc1ccc2c(c1)OCCO2,5.0,146.3*,-2.9,-0.5,-1.9,-0.7,4.8,40.2*,2.7,nt
Cn1c2ccccc2c2cnn(CC(=O)Nc3ccc(F)cc3F)c(=O)c21,2.4,-12.0,-2.0,3.8,-19.6,2.2,-8.3,20.6*,3.4,5.3
Nc1ccccc1Nc1c(F)c(F)nc(F)c1Cl,1.9,-14.2,-0.2,-2.6,1.5,0.2,-0.2,-1.4,1.6,0.0
Cc1ccnc(NC(=O)C2CCN(S(=O)(=O)c3cccc4nsnc34)CC2)c1,-5.9,1.5,0.2,1.4,-3.9,1.1,13.5,3.3,-3.9,-4.3
CN(CC(=O)Nc1ccc(Cl)c(C(F)(F)F)c1)C(=O)Cc1c[nH]c2ccccc12,-3.5,-9.0,-2.5,-17.3,-5.1,-0.5,7.5,-3.3,-1.8,-0.4

Compounds as they come; overall some 4.1% were active at least once.
